SRC3 TRFRET art: counter-screen for PPARgamma SRC-3 recruitment agonists: TR-FRET artefact. TR-FRET ratio at 8 µM. 99,000 tested, 0.39% active. PPARgamma/SRC-3 format; hits give high values; in the data active = TR-FRET ratio above about 2000; also: inactives centre near 1600; reference of the scale not given here
SRC1 TRFRET art: counter-screen for PPARgamma SRC-1 recruitment agonists: TR-FRET artefact; TR-FRET detection artefact counter-screen, emission ratio; hits give high values; TR-FRET ratio at 8 µM; AID 1051; 99,000 tested, 0.34% active; in the data active = TR-FRET ratio above about 2300; also: inactives centre near 1800; reference of the scale not given here
Numbers without * were called inactive. These rows are one share of the data, so the mix of outcomes need not match the whole.

SMILES	SRC3 TRFRET art	SRC1 TRFRET art
COc1ccc(C2C(C(C)=O)=C(O)C(=O)N2c2nccs2)cc1OC (stereo not drawn)	1778	2238
COc1ccc(C(=O)Nc2ccccc2C(=O)N2CCCCC2C)cc1 (stereo not drawn)	1590	1600
COCCC(=O)N1CCCC(CNS(=O)(=O)c2ccc(OC)cc2)C1 (stereo not drawn)	1531	1737
Cc1sc2nc(CSc3ccc([N+](=O)[O-])cc3)[nH]c(=O)c2c1C	1522	1992
O=c1cc(CSc2ccccn2)nc(N2CCN(c3ccccc3)CC2)[nH]1	1787	1652
CN1CCN(C(=O)/C(C#N)=C/c2ccc(F)cc2)CC1	1490	1652
O=C(CCc1nnc(C2CCCCC2)o1)N1CCC(Oc2cccnc2)CC1	1752	2070
O=c1[nH]c2ccccc2nc1/C=C(\O)C1CC1	1494	1693
O=C(CSc1nnnn1-c1ccccc1)N1N=CCC1c1ccccc1 (stereo not drawn)	1695	1896
COc1ccc(S(=O)(=O)NC2CC2)cc1C(=O)N1CCOCC1	1669	1935
COc1cc(/C=N/OCC(=O)Nc2cc(C)cc(C)c2)ccc1OCc1ccc(Cl)cc1	1724	1637
COc1cccc(/C=N/NC(N)=S)c1OCc1ccccc1Cl	1769	1735
Cc1ccc(C)c(NC(=O)CSc2nnc(-c3ccco3)o2)c1	1659	1381
O=C(CCNC(=O)c1ccccc1Cl)Nc1nc(-c2ccc3ccccc3c2)cs1	1909	2078
CCOC(=O)N1CCC(Nc2nc3ccccc3n3nnnc23)CC1	1687	1875
COC(=O)c1sc2ccccc2c1NC(=O)c1ccc(S(=O)(=O)N2CCC(C)CC2)cc1	1532	1552
NS(=O)(=O)c1cccc(NC(=O)CN2CCN(Cc3ccc4c(c3)OCO4)CC2)c1	1523	1784
COc1ccccc1C1NC=C([N+](=O)[O-])C=C1[N+](=O)[O-] (stereo not drawn)	1618	1828
CN(C)CCNC(=S)Nc1ccc(Cl)cc1Cl	1322	1787
C/C=C(/C)C(=O)O[C@H]1[C@@H](O)c2c(ccc3ccc(=O)oc23)OC1(C)C	1615	1814
O=C(NC1CCCC1)c1cccc(Cn2cc([N+](=O)[O-])cn2)c1	1571	1962
Cc1nc(C(C)NC(=O)CCc2nnc(-c3ccsc3)o2)cs1 (stereo not drawn)	1667	1923
O=C(NC1CCCCC1)C1CCN(C(=O)c2ccc(-c3ccccc3)cc2)CC1	1421	1607
O=C(COc1ccccc1Cl)Nc1ccc(Cl)cn1	1562	2006
CC(C)CCN1CCN(CC(c2ccccc2)c2ccccc2)CC1CCO (stereo not drawn)	1596	1656

(next part)
SMILES	SRC3 TRFRET art	SRC1 TRFRET art
COc1cccc(-n2c(SCc3cc(=O)oc4cc(O)c(O)cc34)nc3ccccc3c2=O)c1	1744	2314
CC(=O)N(NC(=O)c1ccc(C)cc1)C1CC(=O)N(c2ccccc2Cl)C1=O (stereo not drawn)	1422	1638
Cc1ccc(NC(=O)Nc2ccc([N+](=O)[O-])cc2)nc1	1457	1731
CC1CCC/C(=N\NC(=O)COc2ccccc2Cl)C1 (stereo not drawn)	1675	1928
NC(=O)COC(=O)c1cccc(S(=O)(=O)N2CCCc3ccccc32)c1	1632	1785
Fc1cc(Br)ccc1NC(=S)Nc1ccccc1	1612	1749
Cc1ccccc1OCC(O)Cn1c(=N)n(CCN2CCOCC2)c2ccccc21 (stereo not drawn)	1450	1694
COc1cccc(NC(=O)Nc2ccccc2Br)c1	1640	1763
C=CCOc1c(CNn2cn[nH]c2=S)cccc1OC	1588	1941
CC(Sc1ncnc2sccc12)C(=O)Nc1ccc(C(N)=O)cc1 (stereo not drawn)	1523	2049
CCOc1ccccc1NC(=O)C(=O)NCCC1=CCCCC1	1536	1885
CC(C)NC(=S)Nc1ccc(S(=O)(=O)Nc2ncccn2)cc1	1720	1865
Cc1nn2c3ccccc3n(CC(=O)c3cccs3)c2nc1=O	1519	1743
Cc1ccc(S(=O)(=O)N(C)C)cc1NC(=O)COC(=O)CCC(=O)c1ccc(F)cc1	1636	1888
COc1ccc(Cl)cc1NC(=O)CN1c2ccccc2CC1C (stereo not drawn)	1497	1517
Nc1nnc(SCc2cn3cc(Cl)ccc3n2)s1	1409	1711
c1ccc(Cn2cc(CN3CCCCO3)c(-c3ccc4c(c3)OCO4)n2)cc1	1701	1923
COC(=O)c1cnc2c(c1C(=O)OC)c(=O)n(C)c(=O)n2C	1465	1996
Cc1ccc(-c2nnc(NCc3nc4ccccc4[nH]3)c3ccccc23)cc1S(=O)(=O)N(C)C	1716	1795
CC(/C=C/c1ccccc1)=N/NC(=O)c1cccc(Br)c1	1415	1481
O=C(Cc1cccs1)NCCn1ccc2ccccc21	1564	1643
CCCCCNC(=O)Cc1ccc(OC)cc1	1400	1773
COC(=O)c1cc(=O)n(Cc2ccccc2)c(=NCc2ccccc2)s1	1563	1834
Cc1ccc2nc(Nc3ncc4c(n3)CC(C)(C)CC4=O)nc(C)c2c1	1775	1986
O=C(c1ccccc1)c1ccc(OCCOCCN2CCN(Cc3ccccc3)CC2)cc1	1627	1892

Continued.
SMILES	SRC3 TRFRET art	SRC1 TRFRET art
COc1cc(C2SCC(=O)N2CCc2ccc(OC)c(OC)c2)ccc1O (stereo not drawn)	1507	1738
CCO[C@@H]1OC(C(=O)N2CCN(Cc3ccc4c(c3)OCO4)CC2)=C[C@H](c2ccc(C(F)(F)F)cc2)[C@H]1CCCO	1545	1899
OCCN1CCN(c2ncnc3c2c(-c2ccccc2)cn3-c2ccc(Br)cc2)CC1	1665	2091
COc1ccc(-c2cn(-c3ccc(OC)cc3)c(=S)[nH]2)cc1	1689	1733
O=C(OCc1nc2ccccc2[n+]([O-])c1C(=O)c1ccccc1)c1cccs1	1762	1704
Cc1cc[n+](CC(=O)N2CCCc3ccccc32)cc1	1676	1870
O=C(CSc1nc2ccccc2c(=O)n1-c1ccc(F)cc1F)Nc1ccc2c(c1)CCC2	1782	1868
COc1ccc(NC(=O)CN(C)S(=O)(=O)c2cccc3nsnc23)cc1	1550	1564
CCOC(=O)CCC(=O)Nc1ccc(S(=O)(=O)N2CCCCC2)cc1	1592	1746
Cc1ccc(S(=O)(=O)N(C)Cc2ccc(C(=O)NN=C3C4CC5CC(C4)CC3C5)cc2)cc1	1541	2077
CCSc1nc(-c2cccs2)nc2ccccc12	1634	1755
COc1ccc(C2NC(=S)NC(C)=C2C(=O)Nc2ccccn2)cc1OC (stereo not drawn)	1727	1807
COCCN(C(=S)Nc1c(C)cccc1C)C(C)c1cccnc1 (stereo not drawn)	1665	1779
CCOC(=O)C1CCN(C(=O)C(C)Oc2ccc(Br)cc2)CC1 (stereo not drawn)	1579	2031
Cc1ccc(S(=O)(=O)N2CCC(=O)N(CCO)CC2)cc1	1498	1772
COc1ccc(-c2nc3ccc(N4CCN(C)CC4)cc3c(=O)[nH]2)cc1	1646	1910
Cc1nccn1CCCNCc1c(C(=O)N2CCCCCCC2)nc2ccc(Cl)cn12	1490	1735
O=C1N=c2ccccc2=C1c1sc(Nc2ccc(O)cc2)nc1O	1613	1705
C#CCOCCOCCOCCNc1nc(N2CCN(C(=O)Cn3cc(CC(C)O)nn3)CC2)nc(N2CCN(C(=O)[C@H](C)n3cc(CCCN=C(N)N)nn3)CC2)n1 (stereo partly drawn)	1508	1714
COc1ccc2cnnc(SCC(=O)Nc3ccc(C(=O)O)cc3)c2c1OC	1550	2173
O=C(NN1CCOCC1)c1ccc(Cl)cc1	1721	1556
O=C(CCC(=O)Nc1ccc(F)cc1)N/N=C/c1c[nH]c2ccccc12	1478	1907
Cc1cccc(-n2c(C)cc(/C=C3/C(=N)N4C(c5ccccc5)=CSC4=NC3=O)c2C)c1	1528	1712
O=C(COc1ccc(N2C(=O)c3ccccc3C2=O)cc1)c1ccccc1	1572	1803
Clc1ccc(-c2csc(Nc3ccccc3)[n+]2Cc2ccco2)c(Cl)c1	1641	1858

(next part)
SMILES	SRC3 TRFRET art	SRC1 TRFRET art
COc1cc(NC(=O)CSc2nccc(C)n2)c(C)cc1[N+](=O)[O-]	1604	1723
O=c1[nH][nH]cc1C=NCc1cccc(C(F)(F)F)c1	1477	1997
O=C(CSc1nnc(CCCN2C(=O)c3cccc4cccc(c34)C2=O)n1-c1ccccc1)N1CCCCC1	1581	1756
COCc1ccc(C(=O)N2CCCC(CCC(=O)NCc3ccccc3F)C2)o1 (stereo not drawn)	1419	1362
Cn1nnc(C(O)CNCc2ccc(Cl)cc2)n1 (stereo not drawn)	1512	1645
CN(Cc1ccccc1)c1ccc2nnc(-c3ccccc3)n2n1	1467	1834
Cc1ccc(C(=O)NNC(=O)CCC(=O)Nc2cccc(Cl)c2C)cc1	1608	1814
Cc1cccc(CSc2ccc(-c3cccs3)nn2)c1	1709	1995
O=C(NCc1ccncc1)C(=O)N/N=C/c1ccccc1OCc1ccccc1	1731	1877
Cc1ccnc(SCC(N)=O)n1	1629	1639
Cc1ccc(S(=O)(=O)N(CC(=O)NCc2ccncc2)C2CCCCC2)cc1	1245	1638
Cc1ccc(C2CC(c3cccs3)=NN2C(=O)c2ccco2)o1 (stereo not drawn)	1558	1731
COc1cc(OC)cc(C(=O)N[C@H](C(=O)Nc2nc3c(s2)CCCC3)C(C)C)c1	1583	1630
Cn1c(=O)cc(N2CCOCC2)[nH]c1=O	1219	1874
COc1ccc(-c2nc(SCC(=O)Nc3nccs3)c(-c3ccc(Cl)cc3)[nH]2)cc1	1711	1801
Cc1ccc(CNC(=O)CCc2nnc(Cc3ccc(-c4ccccc4)cc3)o2)o1	1634	1665
COc1c(Br)cc(Br)cc1/C=N/NC(=O)c1ccncc1	1461	1434
COC(=O)c1c(-c2ccccc2)csc1NC(=O)c1c(-c2ccccc2)noc1C	1917	1970
O=C(CSCc1ccc(Cl)cc1)Nc1ccc(-c2nnc(-c3ccccc3)o2)cc1	1538	1718
Cc1ccc(COc2ccc(C(=O)NN)cc2)cc1	1361	1542
Cc1cc(N/C(=N\S(=O)(=O)c2ccc(Cl)cc2)c2ccc(F)cc2)no1	1460	2110
Cc1cc(C(=O)N2CCN(S(C)(=O)=O)CC2)sc1-c1ccccc1	1427	2088
O=C1NN=C(CSc2n[nH]c(=S)s2)CS1	1426	1684
COCCn1c(SCC(=O)N2CC(=O)Nc3ccccc32)nc2ccccc2c1=O	1897	1650
O=C(Nc1nc2ccc(Oc3ccccc3)cc2s1)c1cc([N+](=O)[O-])ccc1N1CCOCC1	1574	1845

15 structures already listed, sorted by SMILES length, ascending:
SMILES	SRC3 TRFRET art	SRC1 TRFRET art
Cc1ccnc(SCC(N)=O)n1	1629	1639
Cn1c(=O)cc(N2CCOCC2)[nH]c1=O	1219	1874
O=C1NN=C(CSc2n[nH]c(=S)s2)CS1	1426	1684
Cc1ccc(COc2ccc(C(=O)NN)cc2)cc1	1361	1542
Cc1cccc(CSc2ccc(-c3cccs3)nn2)c1	1709	1995
COc1c(Br)cc(Br)cc1/C=N/NC(=O)c1ccncc1	1461	1434
Cc1ccc(C2CC(c3cccs3)=NN2C(=O)c2ccco2)o1 (stereo not drawn)	1558	1731
O=C(NCc1ccncc1)C(=O)N/N=C/c1ccccc1OCc1ccccc1	1731	1877
COCc1ccc(C(=O)N2CCCC(CCC(=O)NCc3ccccc3F)C2)o1 (stereo not drawn)	1419	1362
COc1cc(NC(=O)CSc2nccc(C)n2)c(C)cc1[N+](=O)[O-]	1604	1723
COCCn1c(SCC(=O)N2CC(=O)Nc3ccccc32)nc2ccccc2c1=O	1897	1650
Cc1ccc(CNC(=O)CCc2nnc(Cc3ccc(-c4ccccc4)cc3)o2)o1	1634	1665
COC(=O)c1c(-c2ccccc2)csc1NC(=O)c1c(-c2ccccc2)noc1C	1917	1970
COc1cc(OC)cc(C(=O)N[C@H](C(=O)Nc2nc3c(s2)CCCC3)C(C)C)c1	1583	1630
O=C(Nc1nc2ccc(Oc3ccccc3)cc2s1)c1cc([N+](=O)[O-])ccc1N1CCOCC1	1574	1845

Other records follow.
SMILES	SRC3 TRFRET art	SRC1 TRFRET art
Cc1[nH]nc2c1/C(=N\O)CCC2	1743	1588
CC(=O)N1CCCc2cc(S(=O)(=O)Nc3ccc(C)cc3C)ccc21	1541	2120
Cc1c(C(=O)C(=O)N2CCN(C)CC2)c2ccccc2n1C	1811	1807
c1ccc2sc(NC3=NCN(CC4CCCO4)CN3)nc2c1 (stereo not drawn)	1564	1521
OC(CNCCc1ccc(C(F)(F)F)cc1)COc1ccc2ccccc2c1 (stereo not drawn)	1472	1744
O=[N+]([O-])c1ccc(N2CCC(O)CC2)nc1	1467	1581
COc1cc(CC(=O)OCC(=O)NC2CC2)cc(OC)c1OC	1527	1668
Nc1nc(C(F)(F)F)cc(=O)n1N	1577	1825
O=C1Nc2ccccc2N(O)N1c1cc(-c2ccccc2)[nH]n1	1594	1756
COc1cc(C(c2sc3nc(C)nn3c2O)N2CCN(c3ccccc3)CC2)cc(OC)c1OC (stereo not drawn)	1636	1573
Cc1cccc(NC(=O)CSc2nc(NS(=O)(=O)c3ccccc3)cc(=O)[nH]2)c1	1493	1760
CC1CC1C(=O)OCC(=O)NC(=O)NC12CC3CC(CC(C3)C1)C2 (stereo not drawn)	1581	1552
Cc1ccc(Cl)cc1NC(=O)c1ccccn1	1529	1526
CC(=O)Nc1ccc2c(c1)CN(c1cc(C)ccc1C)CO2	1679	1850
Nn1c(Cc2cccc3ccccc23)nnc1SCc1c(F)cccc1Cl	1539	1784
Clc1ccc(-c2nnc(CNC3CC3)o2)cc1	1859	1890
CCOC(=O)N(C)S(=O)(=O)c1ccccc1[N+](=O)[O-]	1405	1802
Cc1cc2nc(C(C)(C)C)cc(N)n2n1	1572	1890
NNc1nc2c(Cl)c(Cl)ccc2s1	1542	1716
CN(Cc1cnccn1)Cc1ccccc1OCC(O)CN1CCc2ccccc2C1 (stereo not drawn)	1658	1681
Cc1ccc(NC(=S)NC(=O)CC2CC(C)(C)OC2=O)cc1 (stereo not drawn)	1840	1993
O=c1cc(-c2cccc([N+](=O)[O-])c2)[nH][nH]1	1716	1870
CCOc1nc(C)cc(C)c1S(=O)(=O)c1cccc(C)c1	1478	1604
Cc1ccccc1-n1c(SCC(=O)N/N=C/c2c(C)nn(-c3ccccc3)c2C)nc2ccccc2c1=O	1518	1860

Compound activity from PubChem BioAssay.
